Assay outcomes from PubChem.
RTF Ca sens inh: cardiac RTF calcium desensitization; IANBD-labeled cardiac RTF, Ca2+ fluorescence; inhibition, % at 7.15 µM; hit rate 0.12% among 340,000;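 active = inhibition above the mean inhibition of all tested compounds plus 3 SD, cut at about 17% in these data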;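 note: assay run at fixed EC70 calcium of 1.6 mM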
cardiac RTF act: increases calcium sensitivity of human cardiac regulated thin filaments. hit rate 0.24% among 340,000. activation, % at 7.2 µM. AID 493008. P19429+P45379. IANBD-labeled TnC RTF fluorescence at EC20 calcium; 0% EC20 calcium, 100% full calcium;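 active = activation above the mean over all tested compounds plus 3 SD, cut at about 30% in these data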;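 note: rise in fluorescence read as greater calcium sensitivity of cardiac thin filaments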
OPRM1-OPRD1 inv: inverse agonists of human mu-delta opioid receptor heterodimerization. P35372+P41143. cell-based MOR-DOR heterodimer luminescence, inverse agonism. inhibition, % at 9.3 µM. hit rate 0.21% among 340,000; in the data active = inhibition above about 22%, passing the limit was not always enough;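 note: 0% = cells with DMSO and 100% = wells without cells with DMSO; values of inactives mirror those of a sister screen read the other way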
Arrestin-AP2 inh: blocks beta-arrestin peptide binding to AP2 adaptin | FITC-arrestin peptide / GST-AP2 beads, flow cytometry; AP2 beta2 appendage carries R879A mutation | inhibition, % at 10 µM | hit rate 0.31% among 340,000;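 active = inhibition above a set limit, near 3 SD of compounds lacking own fluorescence, cut at about 54% in these data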;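 note: plate controls were DMSO wells for no effect and 5 µM unlabelled arrestin peptide for full effect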
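test system = AP2 appendage R879A on GSH beads | buffer or medium = PBS plus Tween 20 (0.05%) and BSA (0.1%) | incubation = 12 min plus 1 h, RT | detection = bead flow cytometry, FITC channel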
Keap1 Nrf2 FP: disrupts human Keap1 binding to Nrf2 peptide; Q14145; Keap1 Kelch-Nrf2 peptide fluorescence polarization, 1536-well; inhibition, % at 9.4 µM; hit rate 0.15% among 340,000; AID 504523; in the data active = inhibition above about 12%;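 note: human Keap1 Kelch domain with fluorescein labeled Nrf2 9mer peptide probe; 0% = neutral control wells and 100% = peptide positive control; higher means more block of Keap1 binding to Nrf2 peptide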
MOR-DOR ag: OPRM1-OPRD1 heterodimerization agonism | P35372+P41143 | cells, luminescence | activation, % at 9.3 µM | hit rate 0.3% among 340,000; in the data active = activation above about 18%;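 note: 0% = vehicle-treated cells and 100% = reference agonist; values of inactives mirror those of a sister screen read the other way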
C-LANA FP: blocks KSHV LANA C-terminal domain binding to DNA; AID 504423; MBP-C-LANA/FAM-LBS DNA binding, fluorescence polarization; inhibition, % at 9 µM; hit rate 0.078% among 340,000;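 active = highest replicate inhibition at or above 60% at 9 µM, even if other replicates fall short; inactive = all replicates below 60% inhibition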;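 note: 0% = neutral control wells and 100% = 4 µM acridine orange control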
DSG3 Ab inh: blocks pemphigus antibody binding to human desmoglein-3 | DSG3-coupled beads, scFv-anti-DSG3-GFP binding, flow cytometry; stronger effect = lower value | binding (percent of control), % at 10 µM | hit rate 0.48% among 310,000 | AID 588358;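 active = binding more than 3 SD below its plate's average and above zero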; note: some compounds called inactive have numbers as strong as hits
Target sequence (P32926 whole entry, looked up): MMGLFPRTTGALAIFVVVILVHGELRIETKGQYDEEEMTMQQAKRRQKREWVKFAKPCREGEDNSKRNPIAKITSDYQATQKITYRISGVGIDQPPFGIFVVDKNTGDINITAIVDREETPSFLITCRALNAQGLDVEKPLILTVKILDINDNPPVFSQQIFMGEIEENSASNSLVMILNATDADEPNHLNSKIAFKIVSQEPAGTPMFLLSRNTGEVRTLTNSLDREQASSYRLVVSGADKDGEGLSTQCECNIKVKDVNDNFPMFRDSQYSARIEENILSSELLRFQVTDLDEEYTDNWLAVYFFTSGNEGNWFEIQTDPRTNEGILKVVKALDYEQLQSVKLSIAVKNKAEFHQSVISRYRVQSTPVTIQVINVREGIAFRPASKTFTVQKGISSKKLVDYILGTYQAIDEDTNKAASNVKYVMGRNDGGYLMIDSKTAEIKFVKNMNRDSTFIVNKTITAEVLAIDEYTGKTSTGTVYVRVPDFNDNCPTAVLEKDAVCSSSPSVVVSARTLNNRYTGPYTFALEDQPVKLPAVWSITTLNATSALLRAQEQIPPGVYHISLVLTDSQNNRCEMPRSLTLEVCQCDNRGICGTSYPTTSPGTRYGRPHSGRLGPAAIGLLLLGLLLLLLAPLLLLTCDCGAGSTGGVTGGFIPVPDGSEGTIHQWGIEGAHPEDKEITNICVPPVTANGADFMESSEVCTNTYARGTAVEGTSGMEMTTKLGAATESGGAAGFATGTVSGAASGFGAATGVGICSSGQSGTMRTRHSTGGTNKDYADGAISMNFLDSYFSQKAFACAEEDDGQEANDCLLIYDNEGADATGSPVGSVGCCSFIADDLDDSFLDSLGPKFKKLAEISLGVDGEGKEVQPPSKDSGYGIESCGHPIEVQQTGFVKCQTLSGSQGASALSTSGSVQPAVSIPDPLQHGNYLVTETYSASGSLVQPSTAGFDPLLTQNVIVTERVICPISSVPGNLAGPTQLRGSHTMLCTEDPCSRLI
V-ATPase pHluor: regulators of yeast V-ATPase proton transport | S. cerevisiae, pHLuorin cytosolic pH fluorescence | response, % at 10 µM | hit rate 0.37% among 350,000; in the data active = response mostly above about 7.3%, no sharp cut-off; inactive = mostly below about 5.4%; note: actives read high; inactives centre near 0; some compounds called inactive have numbers as strong as hits; reference of the scale not given here
Wnt bcat act: activates Wnt/beta-catenin signaling in a reporter cell assay | activator, plate reader | activation, % at 9.35 µM | hit rate 1.2% among 300,000 | AID 743398; in the data active = activation above about 30%, passing the limit was not always enough;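 note: 0% = neutral control wells and 100% = positive control wells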
* hit, by the source's call; x = no result given; & = joins results of further samples.

SMILES | RTF Ca sens inh | cardiac RTF act | OPRM1-OPRD1 inv | Arrestin-AP2 inh | Keap1 Nrf2 FP | MOR-DOR ag | C-LANA FP | DSG3 Ab inh | V-ATPase pHluor | Wnt bcat act
O=C(Nc1ccc(N2CCOCC2)c(Cl)c1)c1ccccc1F | 1.6 | 0.8 | 0.8 | 40.0 | 3.3 | -0.1 | -0.1 | 109.4 | 4.6 | x
COc1ccccc1C/C(N)=N/OC(=O)c1ccc(C)c([N+](=O)[O-])c1 | 2.6 | 2.2 | -55.3 | -2.7 | -3.8 | 10.2 | 2.7 | 101.0 | -1.8 | x
CCc1cc(=O)[nH]c(SCC(=O)Nc2ccc3c(c2)OCCO3)n1 | -7.2 | 2.0 | 13.2 | -8.6 | 1.4 | -2.1 | -0.3 | 100.3 | -1.1 | -0.9
CC1CC(C)CN(CCCNC(=O)c2ccc3c(c2)ncn3C2CCCC2)C1 (centres undefined) | -3.5 | 2.8 | 13.9 | -9.9 | 0.0 | -2.6 | -0.6 | 97.8 | 5.5 | 0.4
Cc1cc(C)n2nc(SCC(=O)N/N=C/c3ccccn3)nc2n1 | -8.6 | 4.8 | 13.7 | 8.1 | -6.2 | -2.6 | -0.6 | x | -2.6 | x
Nc1c(-c2ccc(Cl)cc2)cnn1-c1cccc([N+](=O)[O-])c1 | -0.7 | -3.1 | -34.3 | 3.5 | -3.9 | 6.6 | -0.2 | 95.8 | 0.7 | x
O=C(O)c1ccn2c(C(=O)c3ccccc3)c(-c3ccccc3)cc2c1 | 2.4 | 8.2 | -1.1 | 1.5 | -6.5 | 0.2 | -0.3 | x | 1.1 | 0.7
O=C(COC(=O)COc1ccc(Cl)cc1)NCCCc1ccccc1 | -2.1 | -2.5 | 5.4 | 1.5 | 1.6 | -1.4 | -1.2 | 94.2 | 0.9 | -0.9
N#Cc1nc(-c2ccc(OCc3ccccc3)cc2)oc1N1CCOCC1 | -4.8 | 0.9 | 6.1 | 4.1 | -1.9 | -1.2 | -0.4 | 101.8 | 0.2 | x
CC(=O)c1ccc(OCc2cc([N+](=O)[O-])cc3c2OCOC3)cc1 | -5.2 | -4.2 | 14.2 | -23.6 | 3.3 | -2.9 | -1.0 | 115.6 | -4.0 | 0.2
CCOc1ccc(CNC(=O)CCC(=O)N2Cc3cccc(OC)c3Oc3ncccc32)cc1 | 5.6 | -5.0 | 19.1 | 18.5 | 1.6 | -3.7 | -0.4 | 100.8 | -3.3 | 0.9
Cc1csc2ncc(C(=O)NCCC(c3ccccc3)c3ccccc3)c(=O)n12 | -16.3 | 9.6 | -22.1 | 3.4 | -7.3 | 4.2 | -0.8 | 107.4 | -0.4 | 2.9

Random excerpt: two records from the list.
SMILES | RTF Ca sens inh | cardiac RTF act | OPRM1-OPRD1 inv | Arrestin-AP2 inh | Keap1 Nrf2 FP | MOR-DOR ag | C-LANA FP | DSG3 Ab inh | V-ATPase pHluor | Wnt bcat act
CC1CC(C)CN(CCCNC(=O)c2ccc3c(c2)ncn3C2CCCC2)C1 (centres undefined) | -3.5 | 2.8 | 13.9 | -9.9 | 0.0 | -2.6 | -0.6 | 97.8 | 5.5 | 0.4
CC(=O)c1ccc(OCc2cc([N+](=O)[O-])cc3c2OCOC3)cc1 | -5.2 | -4.2 | 14.2 | -23.6 | 3.3 | -2.9 | -1.0 | 115.6 | -4.0 | 0.2

Continuation.
SMILES | RTF Ca sens inh | cardiac RTF act | OPRM1-OPRD1 inv | Arrestin-AP2 inh | Keap1 Nrf2 FP | MOR-DOR ag | C-LANA FP | DSG3 Ab inh | V-ATPase pHluor | Wnt bcat act
O=C(NCCC1=CCCCC1)C1CCCN(S(=O)(=O)c2cccnc2)C1 (centres undefined) | -8.3 | -0.9 | 2.0 | 6.5 | 3.8 | -0.4 | 1.8 | 108.1 | -1.8 | -1.3
CCOC(=O)N1CCN(C(=O)CN(Cc2ccccc2)S(C)(=O)=O)CC1 | -4.6 | -4.1 | -3.1 | 5.8 | -3.7 | 0.5 | -0.8 | 122.5 | 0.8 | x
Cc1cc2c(sc3ccccc32)c(C)n1 | -3.7 | 7.2 | 15.6 | 15.0 | -3.6 | -3.1 | -1.7 | 107.5 | 0.8 | 2.2
O=[N+]([O-])c1ccc(/C=N/n2c(CO)nc3ccccc32)s1 | -5.9 | 7.4 | -46.7 | 45.3 | -3.0 | 9.2 | 3.5 | 102.8 | -2.2 | x
COc1ccc(C(=O)CC(=O)C(=O)Nc2cc([N+](=O)[O-])ccc2OC)cc1 | -10.5 | 3.1 | 13.4 | 16.7 | -2.8 | -2.3 | 1.3 | 91.9 | -4.4 | x
O=C(Nc1ccc2c(c1)OCO2)Nc1ccc(F)cc1F | -0.1 | -6.4 | 2.1 | 38.2 | -0.7 | -0.3 | 0.3 | 101.3 | 2.2 | 20.1
Fc1cccc(NC(=S)NCc2cccnc2)c1 | -1.2 | -2.2 | 1.2 | 11.9 | -2.4 | -0.2 | 1.6 | 99.1 | -0.1 | x
CCC(=O)Nc1ccc2c(c1)ncn2C | -9.3 | 8.9 | 1.1 | 7.2 | -6.9 | -0.2 | 0.7 | x | 1.3 | -2.2
COC(=O)Cc1cc(=O)n(-c2nc3ccccc3s2)[nH]1 | -7.2 | -0.7 | -4.6 | 0.7 | -2.2 | 0.8 | 3.4 | 84.5 | 0.9 | 3.1
O=C(CCCOc1ccc(Br)cc1)NCCc1ccc(OC(F)F)cc1 | -5.3 | -7.2 | 1.1 | 13.6 | -1.1 | -0.2 | -1.1 | 107.9 | -1.9 | -2.7
Cc1cccc(-c2nnc(SCC(=O)Nc3nc4c(s3)CCCC4)n2C)c1 | -7.0 | -2.4 | -1.4 | 6.6 | -6.9 | 0.3 | -1.2 | 96.9 | 0.3 | x
CCOc1ccc(C(=O)NCCCN2CCCC2=O)cc1 | -5.8 | 2.4 | 12.8 | 3.6 | -2.8 | -2.4 | -0.8 | 100.1 | -2.4 | 3.0
CCN1CCC2(CCN(C(=O)c3cc(COc4cc(C)ccc4C)on3)C2)C1 (centres undefined) | -2.9 | -1.2 | 4.1 | -5.2 | -4.9 | -0.8 | -1.3 | 93.8 | -0.8 | 2.2
Clc1ccc2nsnc2c1NC1=NCCN1 | -3.7&-0.8 | -0.9&-0.6 | -9.4&8.8 | 11.0&-2.8 | 0.4&-8.6 | 1.8&-1.6 | 1.4&-1.3 | 106.8&121.4 | 2.7&-2.1 | 0.4&-0.1
COc1ccc(NC(=O)C2=CN3CCS(=O)(=O)N=C3C=C2)c(OC)c1 | -2.9 | 2.1 | 9.3 | 30.9 | -1.8 | -2.3 | 1.2 | x | 0.9 | -0.3
Cc1cc(C(=O)NP(=O)(N2CC(C)OC(C)C2)N2CC(C)OC(C)C2)c(C)n1C1CC1 (centres undefined) | -12.2 | 11.0 | 14.5 | -3.2 | -2.7 | -3.1 | 0.7 | 102.0 | -0.6 | -1.3
COc1cccc(-c2nnc(NC(=O)c3ccc(S(=O)(=O)N(CC(C)C)CC(C)C)cc3)o2)c1 | -13.8 | 5.3 | 8.4 | 4.6 | -4.0 | -1.5 | 0.4 | 83.7 | 9.8 | x
COc1ccccc1OCCCCOc1ccccc1F | 3.8 | 1.4 | -23.1 | 16.0 | 0.8 | 4.0 | 1.2 | 102.2 | -3.1 | x
O=C(c1ccc(S(=O)(=O)c2cccc(Cl)c2)c([N+](=O)[O-])c1)N1CCN(c2ccccn2)CC1 | -0.3 | -4.5 | -20.5 | -0.1 | -0.1 | 3.9 | -0.1 | 121.1 | -3.3 | 1.8
O=C(NNC(=O)c1ccc2c(c1)OCO2)NC12CC3CC(CC(C3)C1)C2 | -6.7 | 0.8 | 10.2 | -2.7 | -1.6 | -2.0 | -0.9 | 101.2 | -2.3 | x
O=C(CP(=O)(c1ccccc1)c1ccccc1)N/N=C/c1cc(Br)cc(Br)c1O | -0.3 | 4.3 | -0.8 | -6.6 | -6.4 | 0.1 | -1.7 | x | -3.2 | -3.8
CCC(C)NC(=O)c1oc2ccc(S(=O)(=O)N3CCC4(CC3)OCCO4)cc2c1C (centres undefined) | 6.3 | -6.4 | -7.6 | 3.8 | 3.2 | 0.9 | -0.3 | 93.7 | 3.1 | -1.2
CCCCN1C(=O)c2ccc(C(=O)NCCN3C(=O)S/C(=C\c4cccnc4)C3=O)cc2C1=O | -2.5 | 7.9 | 4.7 | 25.0 | -4.0 | -0.9 | -2.8 | 79.7 | -3.0 | -1.8
Cc1cc(NS(=O)(=O)c2ccc(NC(=O)CSc3nc4ncc(Br)cc4[nH]3)cc2)nc(C)n1 | -3.7 | -1.5 | 10.9 | -9.9 | 2.1 | -2.0 | -2.3 | 101.7 | 1.1 | 0.1
Cc1ccc(NC(=O)c2cc(S(=O)(=O)N3CCOCC3)cn2C)cc1F | -12.9 | 10.1 | -10.3 | 1.2 | -5.5 | 1.7 | 0.4 | 103.3 | 6.6 | -4.6
Nn1cnnc1SCC(=O)N1CCc2ccccc2C1 | -1.2 | 1.2 | 9.6 | 14.8 | -5.5 | -2.2 | -1.8 | 98.8 | -1.2 | 1.0
Cc1cc(C)c2nc(NC(=O)C3CCCO3)sc2c1 (centres undefined) | -13.9 | 15.5 | -6.9 | 6.3 | -5.2 | 1.1 | 0.8 | 102.2 | 3.6 | x
COc1ccccc1C(=O)NNC(=O)C(=O)Nc1ccc(C)c(Cl)c1 | 3.4 | 2.3 | 1.8 | 36.5 | -2.5 | -0.3 | -1.6 | 111.2 | -2.4 | -0.2
Cc1nc(-c2cccc(NC(=O)c3ccc(-n4nccc4C)cc3)c2)cs1 | 4.2 | -0.5 | -1.4 | -4.5 | -3.6 | 0.3 | -0.3 | 93.9 | 1.2 | 1.0
CCC(C)Nc1c([N+](=O)[O-])cc(C)cc1[N+](=O)[O-] (centres undefined) | 0.9 | 3.6 | -50.2 | -0.7 | 2.3 | 8.8 | 1.3 | 100.8 | 1.6 | x
CN(CC(=O)Nc1ccccc1C(F)(F)F)C(=O)COc1cccnc1[N+](=O)[O-] | -7.6 | -1.4 | 5.8 | -37.7 | -4.3 | -1.3 | 1.4 | 100.3 | -0.7 | -1.6
N#CCCN(C(=O)COC(=O)c1cccc(S(=O)(=O)Nc2ccc([N+](=O)[O-])cc2)c1)c1ccccc1 | 9.2 | -0.9 | 9.6 | 23.6 | 1.6 | -1.9 | 1.7 | 109.6 | -2.4 | -0.9
CCOC(=O)c1c(NC(=O)CN2CCCCC2)sc2c1CCC(C=O)=C2Cl | 2.3 | -5.4 | 3.4 | 15.0 | -8.8 | -0.6 | -1.2 | x | -4.6 | 15.4
O=C(Nc1ccccc1)NC1CCN(Cc2c(F)cccc2Cl)CC1 | -8.4 | 3.1 | 7.1 | -4.8 | -2.9 | -1.4 | -0.5 | x | 3.2 | -0.5
COc1ccc(-n2ncc3c(Nc4cccc(C)c4)ncnc32)cc1 | -2.4 | -4.7 | -26.2 | 1.4 | 0.1 | 4.7 | 1.5 | 77.9 | 4.0 | -2.9
CCn1c(CC(=O)Nc2ccc(C)c(Cl)c2)nnc1SCC(=O)Nc1nc(C)cs1 | -4.4 | 0.6 | -11.8 | 10.1 | -6.3 | 2.1 | -1.1 | 91.5 | 0.9 | x
O=C(CCc1n[nH]c(=O)[nH]c1=O)N1CCOCC1 | -1.4 | 2.9 | 8.6 | 7.9 | -2.9 | -1.5 | -1.4 | 100.0 | 1.8 | -3.9
CC(=C/c1ccccc1)/C=N/NC(=O)c1cnccn1 | -0.8 | 2.2 | 8.9 | 25.1 | 0.7 | -1.6 | -0.4 | 110.2 | -4.6 | 26.1

The order is random (roughly 3.1% active in at least one column).
